Screening data deposited in PubChem BioAssay by The Scripps Research Institute Molecular Screening Center.
FBW7 act = activators of human E3 ligase FBW7; AlphaScreen FBW7–phospho-cyclin E peptide binding, activator screen; normalized activity (activation), % at 26.1 µM; hit rate 0.13% among 650,000; Q969H0; in the data active = normalized activity above about 1.9%;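 note: purified mutant Fbw7 with reduced substrate affinity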
TEAD-YAP inh = TEAD-YAP interaction inhibition; hit rate 1.4% among 640,000; inhibition, % at 9.12 µM; HEK-TIYL cells, TEAD-Gal4/YAP UAS-luciferase luminescence; in the data active = inhibition above about 32%;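 note: 0% = median of test compound wells and 100% = reference inhibitor wells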
MITF inh = human MITF inhibition, primary screen; O75030; AlphaScreen MITF homodimerization, bead proximity signal; inhibition, % at 2.6 µM; hit rate 0.91% among 650,000; AID 1259374; in the data active = inhibition above about 50%;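 note: 0% = vehicle wells with protein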
Target sequence (O75030 whole entry, looked up): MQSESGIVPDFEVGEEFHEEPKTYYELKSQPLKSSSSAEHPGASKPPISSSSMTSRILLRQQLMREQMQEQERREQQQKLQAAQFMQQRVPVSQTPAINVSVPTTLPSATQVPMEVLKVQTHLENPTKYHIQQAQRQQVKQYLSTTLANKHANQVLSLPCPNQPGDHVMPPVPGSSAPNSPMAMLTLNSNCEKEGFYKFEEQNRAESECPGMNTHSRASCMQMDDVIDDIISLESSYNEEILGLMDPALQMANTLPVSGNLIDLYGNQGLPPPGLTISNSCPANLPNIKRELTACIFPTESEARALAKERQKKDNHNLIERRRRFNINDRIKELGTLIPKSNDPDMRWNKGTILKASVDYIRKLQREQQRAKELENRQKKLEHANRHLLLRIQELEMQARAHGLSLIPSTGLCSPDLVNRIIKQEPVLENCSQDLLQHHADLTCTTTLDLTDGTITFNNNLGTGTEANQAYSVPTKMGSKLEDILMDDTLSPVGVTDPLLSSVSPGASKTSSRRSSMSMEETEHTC
GPR151 activ = human GPR151 activation; PathHunter beta-arrestin GPR151 cells, luminescence; activation, % at 11.2 µM; hit rate 1% among 650,000; in the data active = activation above about 4.9%;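 note: 0% = median of compound wells and 100% = cells with positive control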
Target sequence (Q8TDV0 whole entry, looked up): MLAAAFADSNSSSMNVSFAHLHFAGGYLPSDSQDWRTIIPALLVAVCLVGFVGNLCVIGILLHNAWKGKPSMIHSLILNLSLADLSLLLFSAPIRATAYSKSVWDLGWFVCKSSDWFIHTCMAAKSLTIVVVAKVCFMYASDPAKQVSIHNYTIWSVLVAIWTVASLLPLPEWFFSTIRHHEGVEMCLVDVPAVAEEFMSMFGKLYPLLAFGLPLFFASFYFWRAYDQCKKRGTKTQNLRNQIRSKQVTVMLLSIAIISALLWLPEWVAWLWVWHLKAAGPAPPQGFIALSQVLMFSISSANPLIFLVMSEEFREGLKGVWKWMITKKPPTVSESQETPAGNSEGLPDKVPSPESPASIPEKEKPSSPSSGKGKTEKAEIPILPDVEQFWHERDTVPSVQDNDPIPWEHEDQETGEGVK
Active calls of the source: *; . = no result given.

Every second line gives: FBW7 act | TEAD-YAP inh | MITF inh | GPR151 activ
C#CCN1C(=O)S/C(=C/c2ccc(C(=O)O)cc2)C1=O
  0.2 | 9 | 3 | 2.7
COc1ccc2nc(N3CCN(CCNC(=O)c4ccco4)CC3)sc2c1
  -0.1 | -47 | -10 | -0.9
COCCNC(=O)c1cccc(OC2CCN(Cc3ccccc3C)CC2)c1
  0.1 | 6 | 4 | 0.8
COc1cccc(CNC(=O)Cc2ccc(Br)cc2)c1
  0.0 | 3 | -10 | 2.2
CS(=O)(=O)c1cnc(-c2ccncc2)nc1-c1cccc(F)c1
  0.1 | 8 | -1 | 1.1
O=C(/C=C/c1cccs1)N1CC(c2nc3ccccc3[nH]2)C1
  -0.2 | -1 | -4 | 1.0
CC1CC(Nc2ccccc2)c2ccccc2N1C(=O)CCC1CCCCC1 (stereo unspecified)
  0.2 | -4 | -2 | 0.1
O=C1CC(NCCC23CC4CC(CC(C4)C2)C3)C(=O)N1c1ccc(Cl)cc1 (stereo unspecified)
  0.1 | -3 | -5 | 0.0
C[C@@H]1CC[C@H]2C(=O)O[C@@H](C)CN2[C@H]1c1ccc(Br)cc1
  0.1 | . | 14 | -0.3
O=C(NC1CCOCC1)c1ccc(OC2CCN(C(=O)c3cccnc3)CC2)cc1
  0.1 | -6 | 1 | 0.2

(list continues)
Every second line gives: FBW7 act | TEAD-YAP inh | MITF inh | GPR151 activ
O=C(N/N=C/c1ccc(F)cc1)c1cccc([N+](=O)[O-])c1
  0.2 | -4 | 10 | 0.3
Cc1ccc(C2=CC(c3ccc(N(C)C)cc3)n3nnnc3N2)cc1 (stereo unspecified)
  0.0 | 1 | 2 | 1.2
O=C(c1ccc(N2CCC(NCc3cccs3)CC2)cc1)N1CCOCC1
  -0.1 | 12 | 2 | -0.9
COc1ccc(OC(=O)c2cccc(S(=O)(=O)N(C)C)c2)cc1
  0.1 | 1 | 6 | -0.7
Cc1ccccc1-n1nc2c(c1NC(=O)COc1ccc(Cl)cc1Cl)CSC2
  -0.2 | 4 | 10 | -0.2
Cc1nn(C)c(C)c1S(=O)(=O)N(CC(=O)Nc1nccs1)c1ccc(C(C)C)cc1
  0.5 | 3 | 9 | -1.0
COCCNC(=O)c1ccc(N2CCC3(CC2)OCCO3)c([N+](=O)[O-])c1
  0.0 | -8 | 10 | -0.7
Cc1cc(I)ccc1NC(=O)C1CC(O)CN1C(=O)OCc1ccccc1 (stereo unspecified)
  0.1 | 8 | -2 | 1.1
Cc1cc(S(=O)(=O)N2CCCCC2)c(C)s1
  0.0 | -1 | 1 | -0.7
COc1c(C)cccc1C(=O)NC(=S)Nc1cccnc1
  -0.1 | -50 | 3 | -0.2

Exported as labelled records: part of the list above.
> C#CCN1C(=O)S/C(=C/c2ccc(C(=O)O)cc2)C1=O
  FBW7 act: 0.2
  TEAD-YAP inh: 9
  MITF inh: 3
  GPR151 activ: 2.7

> C[C@@H]1CC[C@H]2C(=O)O[C@@H](C)CN2[C@H]1c1ccc(Br)cc1
  FBW7 act: 0.1
  TEAD-YAP inh: .
  MITF inh: 14
  GPR151 activ: -0.3

> Cc1ccc(C2=CC(c3ccc(N(C)C)cc3)n3nnnc3N2)cc1 (stereo unspecified)
  FBW7 act: 0.0
  TEAD-YAP inh: 1
  MITF inh: 2
  GPR151 activ: 1.2

Arranged by count of non-hydrogen atoms (rising): four of the compounds above
Every second line gives: FBW7 act | TEAD-YAP inh | MITF inh | GPR151 activ
COc1c(C)cccc1C(=O)NC(=S)Nc1cccnc1
  -0.1 | -50 | 3 | -0.2
Cc1ccc(C2=CC(c3ccc(N(C)C)cc3)n3nnnc3N2)cc1 (stereo unspecified)
  0.0 | 1 | 2 | 1.2
COCCNC(=O)c1ccc(N2CCC3(CC2)OCCO3)c([N+](=O)[O-])c1
  0.0 | -8 | 10 | -0.7
Cc1cc(I)ccc1NC(=O)C1CC(O)CN1C(=O)OCc1ccccc1 (stereo unspecified)
  0.1 | 8 | -2 | 1.1

Remaining list, next part:
Every second line gives: FBW7 act | TEAD-YAP inh | MITF inh | GPR151 activ
Cn1c(SCC2CCCCO2)nnc1-c1ccccc1 (stereo unspecified)
  -0.1 | -33 | -6 | -0.3
N#Cc1ccccc1NC(=O)c1cccc(C(F)(F)F)c1
  0.2 | 5 | 4 | -0.6
Cc1ccc(Cl)cc1NC(=O)CN1CCN(S(=O)(=O)c2ccccc2)CC1
  0.3 | 9 | 11 | 3.6
CCOc1c(Cl)cc(/C=C/C(=O)Oc2ccc(-n3cnnn3)cc2)cc1OC
  -0.2 | 1 | -16 | -0.6
Cc1ccccc1CNc1ccc(NC(=O)C(C)C)cc1
  0.5 | -14 | 9 | -1.2
CC(C)=NNC(=O)c1c(O)c2ccccc2[nH]c1=O
  0.0 | 1 | -4 | -1.4
CC(C)c1ccc(/C=C/C(=O)NCCOC(=O)/C=C/c2ccc(C(C)C)cc2)cc1
  -0.1 | -10 | 7 | 0.9
Cc1cc(C)nc(NC(N)=NCCC(C)C)n1
  0.2 | 6 | -7 | -0.2
O=[N+]([O-])c1cccc(-c2nnc3ccc4ccccc4n23)c1
  0.2 | -2 | 15 | 1.0
Cc1ccc2c(c1)N(C(=O)N1CCC(C(=O)O)CC1)CCO2
  0.1 | 10 | 1 | 0.3

Following part.
SMILES	FBW7 act	TEAD-YAP inh	MITF inh	GPR151 activ
Cc1ccc(CC(=O)Nc2ccc(C(N)=O)cc2)cc1	0.1	-5	13	-0.2
O=C(O)C1C2C=CC(C2)C1C(=O)Nc1ccc(Br)cc1F (stereo unspecified)	-0.1	3	-1	-1.5
CC(=O)N1CCN(c2ccc(NC(=O)CC34CC5CC(CC(C5)C3)C4)cc2Cl)CC1	0.6	-9	-8	-1.4
O=C(NCCN1CCOCC1)c1cnc(Nc2ccccn2)s1	-0.1	9	7	-0.6
CCC(=O)N1CCN(c2ccc(NC(=O)c3ccccc3Cl)cc2)CC1	-0.2	1	-8	0.4
Cc1ccc(N(C(C)C(=O)N2CCC(C)CC2)S(C)(=O)=O)cc1C (stereo unspecified)	0.1	0	5	2.2
COc1ccc(C2C(C#N)=C(N)N(c3cccc(C(F)(F)F)c3)C3=C2C(=O)CC(C)(C)C3)cc1OC (stereo unspecified)	-0.2	1	12	-0.9
CN(C)c1ccc(/C=N\OC(=O)NC2CCCCC2)cc1	0.1	-54	5	-0.1
Cc1cc(NS(=O)(=O)c2ccc(NC(=O)CN3C(=O)c4ccccc4C3=O)cc2)no1	0.2	9	-9	-1.7
O=[N+]([O-])c1ccc(O)c(-c2nc3[nH]c(=S)ncc3[nH]2)c1	0.1	4	9	3.3
CC1=C(C(=O)c2ccc(Cl)cc2)C(c2cccc(F)c2)NC(=O)N1 (stereo unspecified)	0.3	4	9	1.2
COC(=O)CN(c1ccc(OC)cc1)S(=O)(=O)c1ccc(C)c([N+](=O)[O-])c1	-0.2	6	8	1.0
CCOC(=O)CCCNC(=O)CSc1nnc(NC2CCCCC2)s1	-0.1	7	-1	0.0
Cc1csc(NC(=O)c2cccc(C)c2C)n1	0.1	-43	2	-0.6
COC(=O)C1=C(C)NC2=C(C(=O)CC(c3cccs3)C2)C1c1ccc(C(F)(F)F)cc1 (stereo unspecified)	0.1	14	0	-2.0
O=C(c1ccco1)N1Cc2ccccc2OC(c2ccccc2)C1 (stereo unspecified)	0.7	-3	18	-1.6
CC(C)C1=NN2C(=N)/C(=C/c3ccccc3C(F)(F)F)C(=O)N=C2S1	-0.2	4	-10	0.9
Cc1oc(C(=O)NCc2cccnc2)cc1S(=O)(=O)N(C)c1ccccc1	0.0	-4	-7	0.6
COc1ccc(C(c2nnnn2Cc2ccco2)N2CCN(C)CC2)c(OC)c1 (stereo unspecified)	0.1	2	5	0.7
CCOc1ccccc1NC(=O)c1cccs1	0.0	-6	-8	-0.1
CN1CCC(O)N1C(=O)c1ccccc1O (stereo unspecified)	0.4	5	4	-0.1
Cc1ccccc1CSc1nc2[nH]ncc2c(=O)n1-c1ccccc1C	-0.3	2	-2	1.3
Nc1nc(Cl)nc2ncn(Cc3ccccc3)c12	-0.1	2	0	0.6
CCC(C(=O)Nc1ccc(S(=O)(=O)Nc2nc(C)cc(C)n2)cc1)(C(F)(F)F)C(F)(F)F	0.0	5	8	0.5
O=S(=O)(Nc1ccc(Oc2ccccc2)cc1)c1cccc(S(=O)(=O)c2ccc(Cl)c(Cl)c2)c1	0.5	-5	0	-0.3
CCOc1ccccc1C(=S)N1CCN(CC)CC1	-0.3	5	-10	-1.9
CC1=CC(=O)OC1Cc1cc[n+](C)cc1 (stereo unspecified)	0.1	2	8	0.3
Nc1nc2nc(-c3ccccc3)cc(-c3ccccc3)n2n1	0.2	-20	10	-1.2
O=C(CN1N=C(c2ccccc2)CCC1=O)NCc1ccc(F)cc1	0.0	-1	-6	-0.7
CCC(=O)N1CCN(c2ccc(NC(=O)c3cccc(OCC(C)C)c3)cc2)CC1	0.0	-3	-10	2.5

Going on with the list:
SMILES	FBW7 act	TEAD-YAP inh	MITF inh	GPR151 activ
O=C(O)C1CCCCC1C(=O)NCCCc1ccccc1 (stereo unspecified)	0.5	6	11	-1.7
COc1cc2c(cc1OC)C(COc1ccc(F)cc1)N(C(=O)c1ccc(Cl)cc1)CC2 (stereo unspecified)	-0.1	7	6	0.9
O=C(c1ccc(F)c(F)c1)n1nnc2ccccc21	-0.1	6	-12	0.2
COCCn1c(SCC(=O)NC2CCCC2)nc2cccnc21	0.0	0	15	0.0
COc1cc(/C=C2\SC(=S)N(C(CC(=O)O)C(=O)O)C2=O)ccc1OCC(=O)O (stereo unspecified)	0.1	9	13	-1.0
N#CC(C#N)C(c1ccccc1)C(C(N)=O)[n+]1ccccc1 (stereo unspecified)	-0.1	2	-11	0.6
CC(C)(C)C(=O)NC(=S)Nc1ccc(F)cc1	-0.1	-21	-18	0.9
O=C(NCC1CCCO1)c1ccc2nc(-c3ccc(F)cc3)c(-c3ccc(F)cc3)nc2c1 (stereo unspecified)	-0.1	11	-8	0.3
CCOc1ccc(C(=O)N(Cc2sccc2C)C2CCS(=O)(=O)C2)cc1 (stereo unspecified)	0.1	8	6	-0.5
Cn1c2ccccc2c2nnc(SCC(=O)Nc3nc4ccc([N+](=O)[O-])cc4s3)nc21	0.1	-2	2	0.5
O=C1C[C@@H](O)[C@@H](O)[C@@H]2[C@@H]3C(=O)N(c4cccc(Oc5ccccc5)c4)C(=O)[C@@H]3CC[C@@H]12	0.0	.	17	-1.2
COc1ccc(CC(=O)NCc2ccc(Cl)c(Cl)c2)cc1	-0.1	-4	-4	3.8
c1ccc2c(c1)nc1[nH]c3c(n12)CCCC3	0.0	-3	16	1.0
CCOC(=O)C1=C(C)NC2=C(C(=O)C(C(=O)OCC)C(c3ccccc3OC)C2)C1c1cccc(OC)c1OC (stereo unspecified)	0.5	6	7	-0.3
CC(=O)c1cccc(-c2cnc3c(NCc4ccc5c(c4)OCO5)nccn23)c1	0.2	3	10	-0.5
CCN1C(=O)c2ccccc2S(=O)(=O)c2ccc(C(=O)NC(C)C)cc21	0.0	-13	-13	-0.7
COC(=O)C1=CN(C(C)C)C=C(C(=O)OC)C1c1cccc([N+](=O)[O-])c1	-0.3	2	-2	-1.1
CCc1ccc(OCCOCC(O)CN2CCN(c3ccc(OC)cc3)CC2)cc1 (stereo unspecified)	0.0	20	8	-1.2
CCOc1ccccc1NC(=O)CSc1ccc2nc(-c3ccccc3)cn2n1	0.1	-7	26	-3.7
CSc1cccc(NC(=O)CN2C(=O)COc3ccc(Cl)cc32)c1	0.2	-2	9	-0.1
COc1ccc(N2CCN(c3nc(Nc4ccc(NC(C)=O)cc4)nc(N4CCCC4)n3)CC2)cc1	0.0	1	7	-1.0
CSc1nnc2c3ccccc3nc(C(C)(C)C)n12	-0.2	0	3	1.1
CCCCOC(=O)/C(C#N)=N\Nc1ccc([N+](=O)[O-])cc1	-0.1	8	1	0.7
COc1cc(Br)cc(NC(=O)c2ccc([N+](=O)[O-])cc2)c1	0.1	-39	24	0.3
Cc1cc2c(cc1S(=O)(=O)CCC(=O)NC1CCCCC1C)OCC(=O)N2 (stereo unspecified)	-0.1	-3	4	0.4
COc1ccc(CNC(=O)COC(=O)Cc2sc(N)nc2-c2ccc(C)cc2)cc1	0.1	2	6	-0.3
COc1ccccc1C(NC(=O)C1CCN(C(=O)OC(C)C)CC1)c1ccccn1 (stereo unspecified)	0.3	-4	2	-0.9
O=C(c1cc([N+](=O)[O-])ccc1N1CCOCC1)N1CCCc2ccccc21	0.1	-6	17	-1.8
CCCCNC(=O)C1OC2OC3(CCCCC3)OC2C2OC3(CCCCC3)OC12 (stereo unspecified)	-0.2	9	-3	1.0
COc1ccc(Br)cc1/C=C/C(=O)Nc1ccccc1N1CCOCC1	-0.1	-13	2	2.9
